Compound activity from PubChem BioAssay.
ASM inhibitor – Inhibitors of Secretory Acid Sphingomyelinase (S-ASM): qHTS | Sphingomyelin phosphodiesterase (Homo sapiens), P17405 | placental ASM, HMU-PC fluorogenic substrate, 60 min | Potency, µM (series often up to 57.5 µM), inactives show at the top dose activity change, negative = inhibition, usual class: inhibitors | hit rate 0.006% among 340,000 | AID 504937, 2011; note: potency is the fitted concentration of half-maximal effect
Target sequence (P17405 47-631 limits assumed): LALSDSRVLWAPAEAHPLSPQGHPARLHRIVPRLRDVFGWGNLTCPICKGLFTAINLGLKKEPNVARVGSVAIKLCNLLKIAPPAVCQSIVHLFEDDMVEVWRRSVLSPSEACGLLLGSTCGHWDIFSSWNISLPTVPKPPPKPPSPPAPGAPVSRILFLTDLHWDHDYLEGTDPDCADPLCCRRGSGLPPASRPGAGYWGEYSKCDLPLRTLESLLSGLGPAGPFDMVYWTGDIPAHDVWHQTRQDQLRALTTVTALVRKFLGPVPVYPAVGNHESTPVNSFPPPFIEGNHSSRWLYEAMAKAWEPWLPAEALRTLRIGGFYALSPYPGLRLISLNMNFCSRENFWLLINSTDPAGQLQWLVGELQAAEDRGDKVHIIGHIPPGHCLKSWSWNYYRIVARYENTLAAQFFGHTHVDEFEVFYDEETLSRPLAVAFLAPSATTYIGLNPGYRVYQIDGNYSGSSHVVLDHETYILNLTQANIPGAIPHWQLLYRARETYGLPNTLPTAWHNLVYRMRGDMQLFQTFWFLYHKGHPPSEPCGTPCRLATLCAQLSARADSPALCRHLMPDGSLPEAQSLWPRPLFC
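Fluorescence read-out (Ex 386 nm, Em 447 nm) after stopping the reaction at pH 10. Enzyme: ASM from human placenta; substrate HMU-PC0, 9 uM final; 60 min, 37 °C. Compound preincubation 10 min, ambient temperature.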
PKM2 act – qHTS Assay for Activators of Human Muscle isoform 2 Pyruvate Kinase; Pyruvate kinase PKM (Homo sapiens), P14618; purified PKM2, Kinase-Glo ATP luminescence, activation; response scale: 0% is enzyme alone, no compound; Potency, µM (series often up to 57.5 µM), inactives show top-dose activation, actives largely listed as activators; hit rate 0.34% among 260,000; note: potency is the fitted concentration of half-maximal effect; % is set by controls: 0 for no effect and ±100 for the full control effect; nearly all actives have a fitted effect of over 55% in size
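Kinase-Glo luminescence reports ATP generated from ADP (0.1 mM) and PEP (0.5 mM) by purified hPK-M2 after 1 h at room temperature, pH 7.2 imidazole buffer; intermediate enzyme activity allows detecting inhibitors and activators.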
GALK inh – qHTS Assay for Inhibitors of Human Galactokinase (GALK). hit rate 0.007% among 270,000. P51570. Potency, µM (doses to about 57.5 µM), without a hit: at the highest dose activity change, negative = inhibition, actives largely listed as inhibitors. Purified GALK, Kinase-Glo residual ATP luminescence; note: potency is the fitted concentration of half-maximal effect; % is set by controls: 0 for no effect and ±100 for the full control effect
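5 nM enzyme, 35 uM ATP, 100 uM galactose, 20 mM HEPES pH8.0, 5 mM MgCl2; 1 h RT; residual ATP by Kinase-Glo Plus luminescence, qHTS format.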
Menin-MLL TR inh – qHTS Assay for Inhibitors Targeting the Menin-MLL Interaction in MLL Related Leukemias: Competition With Texas Red Labeled MLL-derived Mutant Peptide | hit rate 0.23% among 270,000 | Potency, µM (series often up to 61.6 µM), without a hit: at the top dose FP activity change, negative = inhibition, usual class: inhibitors | AID 1768, 2009 | Menin + Texas Red MLL mutant peptide, fluorescence polarization; active = well fitted inhibition curve with a large enough effect in the polarisation, with a control signal flat, not every such curve was filed as active; inconclusive = small, poorly fitted or top-dose-only effect, or effect the other way, or a change in a side signal; inactive = no such curve, though single readings can be large or run the other way; the % refers to the polarisation; note: potency is the fitted concentration of half-maximal effect; % of control where 0% means no effect; many of its hits are not listed in these tables
TSHR antag – Antagonists of the Thyroid Stimulating Hormone Receptor: HTS campaign | Thyrotropin receptor (Homo sapiens), P16473 | TSHR-expressing cells, TSH-stimulated cAMP HTRF, 2 h; stronger effect = lower value | activity change, negative = inhibition, % at 11.5 µM | hit rate 0.2% among 330,000 | AID 504810, 2011;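 active = activity change below a set negative limit, meaning inhibition stronger than a set level, cut at about -70% in these data; inconclusive = activity change between two set negative limits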; note: % is set by controls: 0 for no effect and ±100 for the full control effect
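Freshly harvested TSHR cells receive pin-tooled compound, then EC80 TSH at 4nM final. After 2 hours at 37 deg C, antibody in lysis buffer and cAMP-d2 are added; 30 minutes at ambient temperature precede the HTRF read.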
Mito fusion yeast – qHTS Assay for Small Molecule Inhibitors of Mitochondrial Division or Activators of Mitochondrial Fusion; S. cerevisiae fusion-defective mutant growth rescue, CellTiterGlo 48 h; Potency, µM (top dose mostly 46.1 µM), for the others: at the highest dose growth rescue (activation), most hits filed as activators; hit rate 0.23% among 320,000; AID 485298, 2010;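 note: potency is the fitted concentration of half-maximal effect; % of control where 0% means no effect; nearly all actives have a fitted effect of over 45% in size; temperature-sensitive fusion mutants such as fzo1-1 at 37 °C on non-fermentable ethanol glycerol medium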
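Growth-rescue viability read-out: after 48 h at the non-permissive 37C in glycerol/ethanol YPEG, yeast mitochondrial fusion mutants are measured by CellTiterGlo luminescence; compounds (23 nl pinned per well) restoring growth score as division inhibitors or fusion activators.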
Eya2 inh – qHTS Assay for Inhibitors of the Phosphatase Activity of Eya2 | recombinant Eya2, OMFP fluorescence dephosphorylation (OMFP is methylfluorescein phosphate) | Potency, µM (top dose mostly 76.9 µM), without a hit: top-dose activity, negative = inhibition, most hits filed as inhibitors | hit rate 0.006% among 330,000; note: potency is the fitted concentration of half-maximal effect; % is set by controls: 0 for no effect and ±100 for the full control effect
Target sequence (O00167 whole entry, looked up): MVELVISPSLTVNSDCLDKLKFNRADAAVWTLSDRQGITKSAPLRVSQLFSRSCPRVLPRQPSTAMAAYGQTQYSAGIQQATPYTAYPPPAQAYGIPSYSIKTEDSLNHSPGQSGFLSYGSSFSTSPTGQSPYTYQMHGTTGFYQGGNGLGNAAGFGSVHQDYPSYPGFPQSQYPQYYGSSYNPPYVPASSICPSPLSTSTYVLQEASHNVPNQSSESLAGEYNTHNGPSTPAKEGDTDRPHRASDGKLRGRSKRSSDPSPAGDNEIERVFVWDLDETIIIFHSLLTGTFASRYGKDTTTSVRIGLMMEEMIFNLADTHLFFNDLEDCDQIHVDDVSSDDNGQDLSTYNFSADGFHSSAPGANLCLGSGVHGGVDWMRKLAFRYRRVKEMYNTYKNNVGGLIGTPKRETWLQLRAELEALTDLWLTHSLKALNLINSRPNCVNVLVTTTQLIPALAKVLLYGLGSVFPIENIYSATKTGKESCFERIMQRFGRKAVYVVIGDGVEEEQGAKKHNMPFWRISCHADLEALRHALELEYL
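Eya2 protein (added as 0.2 uM solution) was preincubated with compound for 10 min at ambient temperature in 50 mM HEPES pH 7.5, 50 mM NaCl, 5 uM MgCl2, 0.05% BSA, 1 mM DTT. OMFP (added at 50 uM) then reacted 10 min; fluorescence read at 485/525 nm.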
KCNH2 WT inh – qHTS for Inhibitors of KCHN2 3.1: Wildtype qHTS; Voltage-gated inwardly rectifying potassium channel KCNH2 (Homo sapiens), Q12809; U2OS, BacMam KCNH2, thallium flux FluxOr; stronger effect = lower value; activity change, % at 1.84 µM; hit rate 0.37% among 340,000;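 active = maximum activity change below -70%; inconclusive = maximum activity change between -70% and -50%; inactive = maximum activity change above -50%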; note: % is set by controls: 0 for no effect and ±100 for the full control effect
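U2OS cells transduced with wild-type KCNH2 virus are loaded with FluxOr dye for 45 min, and thallium flux is measured in kinetic reads before and after stimulation buffer. Rate constants are normalized to DMSO controls.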
USP2a block – qHTS Assay for Inhibitors of Ubiquitin-specific Protease USP2a Using CHOP2 as the Reporter; hit rate 0.01% among 330,000; AID 463254, 2010; Potency, µM (titrated, usually from 38.3 µM), for the others: top-dose activity change, negative = inhibition, most hits filed as inhibitors; Ubiquitin carboxyl-terminal hydrolase 2 (Homo sapiens), O75604; USP2 core, Ub-CHOP2 coupled fluorogenic reporter, 485/531;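 note: potency is the fitted concentration of half-maximal effect; plate controls were DMSO wells for no effect and full inhibition by NEM control for full effect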
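USP2 core (10nM final) preincubated 30min RT with compound in 20mM Tris-HCl pH 8.0, 2mM CaCl2, 2mM beta-mercaptoethanol, 0.05% CHAPS; 25nM Ub-CHOP2 plus 25nM reporter substrate added, fluorescence (Ex485/Em531) read after 60min.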
Chronic BCR inh – qHTS Assay to Find Inhibitors of Chronic Active B-Cell Receptor Signaling; ABC-DLBCL IkBa-CBG/CBR reporter, luminescence ratio, 4 h; Potency, µM (top dose mostly 46.1 µM), for the others: at the top dose ratio change, negative = lower green/red ratio, actives largely listed as inhibitors; hit rate 0.05% among 340,000; AID 493014, 2011; active = well fitted inhibition curve with a large enough effect in the signal ratio, with a control signal flat, not every such curve was filed as active; inconclusive = small, poorly fitted or top-dose-only effect, or effect the other way, or a change in a side signal; the % refers to the signal ratio;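 note: potency is the fitted concentration of half-maximal effect; plate controls were basal doxycycline-induced cells for no effect and cells given 10 µM MG132 for full effect; MG132 reads +100%, hits lower the ratio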
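TMD8 human ABC-DLBCL cells with doxycycline-inducible IκBα–green luciferase fusion and unfused red luciferase, in 0.5% FBS medium; compounds up to 46 uM, 4 h at 37C. Green/red luminescence ratio, filter-overlap corrected, fitted to concentration-response curves.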
MBNL1-CUG inh – qHTS Assay for Inhibitors of MBNL1-poly(CUG) RNA binding | Potency, µM (top dose mostly 57.5 µM), for the others: at the highest dose activity change, negative = inhibition, actives largely listed as inhibitors | TR-FRET MBNL1-His/biotin-(CUG)12 binding, 665/545 ratio | AID 2675, 2010 | hit rate 0.036% among 280,000; active = well fitted inhibition curve with a large enough effect in the signal ratio, with a control signal flat, not every such curve was filed as active; inconclusive = small, poorly fitted or top-dose-only effect, or effect the other way, or a change in a side signal; inactive = no such curve, though single readings can be large or run the other way; the % refers to the signal ratio; note: potency is the fitted concentration of half-maximal effect; % is set by controls: 0 for no effect and ±100 for the full control effect
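TR-FRET between His-tagged MBNL1 and biotin-(CUG)12 RNA, detected with Tb anti-His antibody (0.055 ng/ul) and streptavidin-XL665 (5 nM), 60 min at room temperature. Compounds titrated 92 nM to 58 uM; 665/545 nm ratio normalized to buffer and complex controls.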
The depositor's hits bear a star; ? = inconclusive; nt = no result given; & = joins results of further samples; [ ] = another dose, or the depositor's remark. Unless noted, calls come from the whole dose curve; as a rule, active = well fitted curve in the direction sought with a large enough effect; inconclusive = small, poorly fitted or top-dose-only effect, or another doubt; inactive = no such curve, though single readings can be large; an effect the other way counts as inactive or inconclusive. A portion of the library. The share of hits here may be higher or lower than overall.

SMILES,ASM inhibitor,TSHR antag,PKM2 act,MBNL1-CUG inh,Eya2 inh,GALK inh,USP2a block,KCNH2 WT inh,Chronic BCR inh,Menin-MLL TR inh,Mito fusion yeast
CCN(CC)S(=O)(=O)c1csc(C(=O)Nc2ccccn2)c1,6%,1,-2%,4%,11%,-2%,0%,2,1%,21%,-7%
COc1ccc(N2C(=O)C3C4C=CC(C4)C3C2=O)c([N+](=O)[O-])c1 (stereo unspecified),-1%,4,-8%,?,3%,4%,-16%,-1,4%,11%,5%
CN(C(=O)CSc1nncc2ccccc12)C1CCCCC1,-1%,1,-6%,nt,-3%,10%,0%,2,-12%,-14%,-5%
COCc1c(C(=O)Nc2nc(C)cs2)oc2ccccc12,-5%,-9,3%,-4%,-6%,0%,0%,-10,?,-11%,8%
O=C1CCc2cc(S(=O)(=O)NCc3ccccc3Cl)ccc2N1,-1%,-1,nt,nt,2%,nt,0%,1,3%,nt,0%
Cc1ccnc(NC(=O)CNC(=O)c2ccc(Br)o2)c1,7%,14,nt,nt,8%,nt,4%,4,?,nt,-2%
COc1ccccc1N(CCOc1ccccc1)S(=O)(=O)c1ccccc1,-2%,25,nt,nt,-11%,nt,-7%,-1,5%,nt,nt
CCCCC(=O)NC(c1ccco1)c1c(O)ccc2ccccc12 (stereo unspecified),37%[activator],2,0%,8%,-1%,-2%,-1%,-1,?,0%,4%
CCOC(=O)C(N)CSC1CC(=O)N(c2ccc(OCC)cc2)C1=O (stereo unspecified),7%,-6,2%,2%,3%,-2%,1%,-10,3%,20%,-1%
O=S(=O)(NC1=NCCCCC1)c1ccc2sc(NS(=O)(=O)c3ccc4ccccc4c3)nc2c1,-9%,-5,-1%,3%,-3%,-1%,0%,-1,?,nt,7%
O=C(NN=C1CCCC1)NC1CCCCC1,5%,6,-7%,1%,15%,-5%,4%,-6,-10%,-5%,5%
CCOc1ccccc1C(=O)N/N=C/c1c[nH]c2ccccc12,11%,-2,3%,-7%,-3%,-1%,-1%,0,?,5%,-1%
Cc1noc(C)c1C(=O)OCC(=O)Nc1cccc(S(N)(=O)=O)c1,5%,3,0%,-4%,9%,-1%,1%,-5,?,-1%,-1%
c1nc(NC2CCCCCC2)c2[nH]cnc2n1,3%,-3,?,1%,-2%,0%,1%,6,?,-1%,3%
O=C1C2C3C=CC(C3)C2C(=O)N1c1ccc2c(c1)CCC2 (stereo unspecified),1%,-8,-4%,-4%,-8%,-1%,1%,-5,11%,-4%,1%
CN(CC(=O)Nc1ccc(Cl)c(Cl)c1)C(=O)C1CCC1,-1%,-18,nt,nt,2%,nt,1%,-5,6%,nt,nt
O=C(CSc1nc(N2CCOCC2)nc(N2CCOCC2)n1)Nc1ccc([N+](=O)[O-])cc1,-7%,15,8%,5%,13%,-3%,-2%,3,?,nt,8%
Cc1ccc(CCNC(=O)CCS(=O)(=O)Cc2ccc(C)cc2)cc1,2%,3,nt,-1%,10%,4%,-6%,-24,2%,6%,1%
O=C(Nc1cccc(F)c1)C1CCN(C(=O)NCc2ccccc2)CC1,0%,10,nt,-2%,-5%,4%,-1%,3,4%,nt,-6%
CNC(=O)c1ccc(NC(=O)CC2SC(N3CCCC3)=NC2=O)cc1 (stereo unspecified),4%,-5,nt,nt,-6%,nt,2%,-2,-3%,nt,1%
COc1ccccc1C(=O)N/C(=C/c1ccc(Br)cc1)C(=O)N1CCCC1,2%,10,-9%,nt,-4%,1%,0%,5,-18%,-22%,3%
COc1ccc(C(=O)NCCOc2ccccc2Cl)c(OC)c1OC,10%,20,nt,1%,0%,1%,-9%,5,?,?,?
O=C(COC(=O)c1n[nH]c2ccccc12)NC(=O)NC12CC3CC(CC(C3)C1)C2,-3%,-3,-4%,13%,4%,-2%,1%,-1,1%,-3%,-4%
CS(=O)(=O)N1CCN(c2ccc(NC(=O)c3cccnc3Cl)cc2)CC1,1%,26,-18%,-19%,18%,1%,0%,-5,-27%,nt,5%
CCc1nc2ccc(C(=O)N3CCN(c4cccc(C)c4C)CC3)cc2nc1CC,-17%,1,3%,-1%,4%,0%,-9%,7,18%&5%,-11%,-16%
COc1ccc(-c2csc(NC(=O)CSc3nnnn3C)n2)c(OC)c1,-4%,nt,nt,nt,-24%,nt,-3%,-2,-19%,nt,1%
CCOC(=O)C1CCN(C(=O)COc2ccc(N(C)S(=O)(=O)c3ccc(OCC)cc3)cc2)CC1,-2%,7,-1%,2%,-8%,9%,1%,7,-2%,-7%,5%
CSCCC1NC(=O)N(CC(=O)N2CCc3ccccc3C2)C1=O (stereo unspecified),1%,1,nt,nt,5%,nt,5%,5,-1%,nt,2%
COC(=O)c1ccc(N=CC2=C(O)CC(c3ccccc3)CC2=O)cc1 (stereo unspecified),36%[activator],0,0%,-11%,6%,0%,3%,2,-9%,nt,-1%
S=C(NC1CCCCC1)N1CCN(Cc2ccccc2Cl)CC1,1%,-12,-3%,-7%,-8%,5%,0%,-7,-7%,4%,1%
COC(=O)c1cc(C(=O)NC(C)C2CC3CCC2C3)cc([N+](=O)[O-])c1 (stereo unspecified),-8%,-7,nt,?,11%,5%,-1%,-4,6%,nt,0%
O=C(COc1ccc(Br)cc1)NCC1COc2ccccc2O1 (stereo unspecified),-3%,-15,nt,nt,4%,nt,0%,-11,?,nt,14%
CCN(CC(=O)Nc1ccccc1C(=O)NC1CC1)Cc1cccs1,4%,1,nt,nt,-21%,nt,1%,-1,-1%,nt,2%
CC(OC(=O)CCC1CCCCC1)C(=O)Nc1ccc(S(N)(=O)=O)cc1 (stereo unspecified),-4%,-2,nt,nt,-9%,nt,0%,-6,2%,nt,5%
O=C(C(Cc1ccccc1)N1C(=O)c2ccccc2C1=O)N1CCc2ccccc21 (stereo unspecified),-13%,-17,0%,3%,1%,-3%,2%,7,5%,8%,21%
CC(C)c1nnc(NC(=O)C2CCCN2C(=O)Nc2ccccc2F)s1 (stereo unspecified),-2%,13,7%,-6%,6%,-1%,0%,-5,?,-16%,8%
CCc1nnc(NC(=O)c2ccc(S(=O)(=O)N(C)Cc3ccccc3)cc2)o1,-8%,-14,1%,5%,-20%,-3%,2%,-12,2%,?,-1%
Cc1ccc(C(=O)NC(N2CCCC2)C(Cl)(Cl)Cl)cc1 (stereo unspecified),2%,5,1%,7%,16%,nt,2%,1,1%,-18%,5%
O=c1c(C=NCC2CCCO2)c(-c2ccccc2)[nH]n1-c1ccc([N+](=O)[O-])cc1 (stereo unspecified),-12%,1,-10%,-7%,1%,4%,3%,1,?,nt,9%
Cc1nc2ncnn2c(N2CCN(c3cccc(C(F)(F)F)c3)CC2)c1C,-12%,-9,2%,-5%,-21%,-3%,2%,14,-2%,?,5%
COCCN(CC(=O)Nc1cccc(C)c1C)C(=O)c1ccc2c(c1)OCO2,-3%,-8,nt,nt,-15%,nt,0%,-2,3%,nt,-3%
